NPSR antagonist = blocks cAMP signaling of the human neuropeptide S receptor | Q6W5P4 | CHO-NPSR cells, cAMP TR-FRET, antagonist mode | Potency, µM (titrated, usually from 38.3 µM), for inactives: top-dose activity change, negative = inhibition, actives largely listed as inhibitors | 220,000 compounds, 1% hits | AID 1461; note: potency is the fitted concentration of half-maximal effect; % is set by controls: 0 for no effect and ±100 for the full control effect; nearly all actives have a fitted effect of over 50% in size; many of its hits are not listed in these tables
Target sequence (Q6W5P4 whole entry, looked up): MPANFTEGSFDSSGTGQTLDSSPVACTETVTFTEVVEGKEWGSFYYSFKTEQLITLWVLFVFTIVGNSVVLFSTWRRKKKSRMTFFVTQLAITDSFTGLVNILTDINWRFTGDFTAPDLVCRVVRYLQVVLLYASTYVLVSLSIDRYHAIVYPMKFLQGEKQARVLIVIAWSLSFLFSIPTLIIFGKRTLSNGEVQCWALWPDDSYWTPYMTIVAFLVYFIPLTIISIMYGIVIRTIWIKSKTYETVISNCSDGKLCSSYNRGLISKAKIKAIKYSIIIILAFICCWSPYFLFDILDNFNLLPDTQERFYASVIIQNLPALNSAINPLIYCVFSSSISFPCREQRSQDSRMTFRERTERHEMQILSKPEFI
Tau fibril FP = blocks human tau fibril formation measured by polarization. K18 P301L tau heparin fibrillization, Alexa594 FP, 6 h. P10636. 280,000 compounds, 0.39% hits. Potency, µM (titrated, usually from 57.7 µM), without a hit: top-dose activity, negative = inhibition, actives largely listed as inhibitors; note: potency is the fitted concentration of half-maximal effect; % is set by controls: 0 for no effect and ±100 for the full control effect; nearly all actives have a fitted effect of over 55% in size
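Quantitative HTS format: compounds meet 15 uM recombinant K18 P301L tau and Alexa 594-tau tracer in 100 mM sodium acetate pH 7; 20 uM heparin triggers fibrillization at 37 C over 6 hr; FP gives the signal.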
GLA spleen mod = inhibitors or activators of human alpha-galactosidase in spleen homogenate; human spleen homogenate, 4MU-alpha-Gal fluorescence, 40 min; Potency, µM (series often up to 80 µM), for inactives: at the top dose activity change, negative = inhibition, usual class: inhibitors; P06280; 240,000 compounds, 0.008% hits;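 note: potency is the fitted concentration of half-maximal effect; 0% = enzyme with vehicle and -100% = no enzyme basal signal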
Target sequence (P06280 32-429 limits assumed): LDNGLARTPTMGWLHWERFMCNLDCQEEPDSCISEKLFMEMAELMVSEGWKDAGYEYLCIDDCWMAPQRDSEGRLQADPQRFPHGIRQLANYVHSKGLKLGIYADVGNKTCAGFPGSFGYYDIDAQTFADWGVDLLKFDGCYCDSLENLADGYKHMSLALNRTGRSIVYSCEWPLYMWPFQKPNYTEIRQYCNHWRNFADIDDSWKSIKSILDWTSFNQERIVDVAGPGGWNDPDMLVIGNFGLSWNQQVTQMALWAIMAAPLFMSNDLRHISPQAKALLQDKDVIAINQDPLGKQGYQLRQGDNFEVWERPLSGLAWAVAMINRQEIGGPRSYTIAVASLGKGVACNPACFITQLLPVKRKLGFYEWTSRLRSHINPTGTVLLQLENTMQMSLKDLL
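qHTS titration in buffer at pH 5.0. Alpha-galactosidase activity in spleen homogenate was measured via 4-methylumbelliferone release from 1 mM fluorogenic substrate after 40 min at 37C and a pH 10 stop. AC50 came from Hill fits of control-normalized data.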
TexasRed fluor = counter-screen for TRb-SRC2 inhibitors: fluorescence interference | TRb/SRC2 Texas Red total fluorescence interference | Potency, µM (series often up to 106 µM), inactives show at the highest dose fluorescence change, negative = quenching | 280,000 compounds, 0.29% hits; active = well fitted curve in either direction with a large enough effect; inconclusive = small, poorly fitted or top-dose-only effect; note: potency is the fitted concentration of half-maximal effect; % is set by controls: 0 for no effect and ±100 for the full control effect
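Flags fluorescent or light-absorbing compounds by total fluorescence, S + 2P, at 555 nm excitation and 632 nm emission. Mixture: 20 nM Texas Red SRC2 peptide, 0.6 uM human TRb LBD, 1 uM T3, 5% DMSO; compound exposure 5 h at ambient temperature.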
TRb-SRC2 inh = inhibitors of human thyroid hormone receptor beta-SRC2 interaction; TRbeta-SRC2 peptide binding, fluorescence polarization; receptor liganded with 1 µM T3; Potency, µM (series often up to 106 µM), for the others: at the top dose activity change, negative = inhibition, hits mostly inhibitors; 280,000 compounds, 0.065% hits; AID 1469;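 note: potency is the fitted concentration of half-maximal effect; plate controls were bound peptide for no effect and peptide without receptor for full effect; nearly all actives have a fitted effect of over 50% in size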
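Human TRb ligand-binding domain (0.6 uM) is mixed with 20 nM Texas Red SRC2 peptide and 1 uM T3; after compound addition and 5 hr at ambient temperature, polarization is measured and normalized to unbound and bound controls.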
Tau fluor cs = counter-screen for tau fibril formation inhibitors; 280,000 compounds, 0.93% hits; Potency, µM (titrated, usually from 57.7 µM), without a hit: top-dose activity change, negative = decrease; AID 1463; tau K18 P301L Alexa594 fluorescence, heparin fibrillization; note: potency is the fitted concentration of half-maximal effect; % is set by controls: 0 for no effect and ±100 for the full control effect; nearly all actives have a fitted effect of over 55% in size
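Human tau K18 P301L (15 uM unlabeled, 0.24 uM Alexa 594-labeled) in 100 mM sodium acetate pH 7 with 20 uM heparin, 6 hr at 37 C. ThT 30 uM added, 1 hr ambient; Alexa 594 FP and total fluorescence read at 555/632 nm.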
CBFb RUNX1 block = inhibitors of human CBF-beta and RUNX1 interaction | AID 1477 | Potency, µM (titrated, usually from 59.8 µM), without a hit: top-dose activity, negative = inhibition, actives largely listed as inhibitors | AlphaScreen CBFb-His/RUNX1-biotin binding, biochemical | 230,000 tested, under 10 active | Q01196+Q13951; note: % of control where 0% means no effect
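Read-out: AlphaScreen. Format: His-CBF-beta with biotinylated RUNX1 (30 nM each) preincubated 20 min, compound 15 min, Ni-chelate plus streptavidin beads 90 min; room temperature throughout.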
Epigenetic reg = derepresses silenced GFP reporter in murine cells; murine LDR cells, GFP reporter derepression, 30 h; Potency, µM (titrated, usually from 53.9 µM), inactives show top-dose GFP activation, actives largely listed as activators; 280,000 compounds, 0.2% hits; AID 1865; note: potency is the fitted concentration of half-maximal effect; % of control where 0% means no effect; nearly all actives have a fitted effect of over 60% in size
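Murine LDR cells bearing a silenced CMV-driven GFP reporter were exposed to compound for 30 h at 37 C. After PBS washes, GFP-positive cells (20-120 um objects) counted by laser-scanning microplate cytometry.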
Numbers without * were called inactive; ? = inconclusive; / = not tested or not shown; [ ] = another dose, or the depositor's remark. Unless noted, calls come from the whole dose curve; as a rule, active = well fitted curve in the direction sought with a large enough effect; inconclusive = small, poorly fitted or top-dose-only effect, or another doubt; inactive = no such curve, though single readings can be large; an effect the other way counts as inactive or inconclusive. A portion of the library; rates above refer to the full screens.

SMILES	NPSR antagonist	Tau fibril FP	GLA spleen mod	TexasRed fluor	TRb-SRC2 inh	Tau fluor cs	CBFb RUNX1 block	Epigenetic reg
c1ccc2[nH]c(NN=C3CCCCCC3)nc2c1	-41.6%	-9.7%	-2.7%	0.3%	-1.8%	-22.0%	?	?
CCn1c(SCC(=O)N2CCOCC2)nnc1-c1cccs1	-9.4%[46.1 µM]	7.9%	6.2%	2.8%	3.7%	6.2%	2.4%	5.4%
O=C(c1cc(-c2ccc(F)cc2)on1)N1CCCc2ccccc21	-26.1%	-7.1%	2.3%	-3.0%	1.2%	-22.4%	5.8%	0.1%
COc1cccc(-c2nnc(SCc3cccnc3)o2)c1	-1.1%[46.1 µM]	-11.6%	13.5%	-4.7%	1.9%	-10.2%	5.6%	-1.9%
O=C1C(Cl)=C(NC2CCc3ccccc32)C(=O)c2ncccc21 (stereo not given)	/	?	-12.1%	-13.2%	?	?	?	1.0%
CSc1n[nH]c(NCc2ccc(C)cc2)n1	6.9%[46.1 µM]	4.1%	2.9%	-5.4%	-7.2%	-3.5%	14.9%	7.0%
COc1ccc(C2C(C(=O)c3cccs3)=C(O)C(=O)N2c2nnc(C)s2)cc1OC (stereo not given)	-0.5%[46.1 µM]	-3.7%	-10.4%	-1.2%	5.5%	0.2%	-3.0%	0.7%
COC(=O)COc1cccc(NS(=O)(=O)c2ccc(NC(C)=O)cc2)c1	4.5%[46.1 µM]	3.8%	6.8%	0.0%	3.9%	-5.8%	11.5%	1.8%
CC(=O)NC(=S)Nc1cccc(S(=O)(=O)NC2=NCCC2)c1	17.1%	1.3%	9.0%	0.4%	-1.6%	8.6%	7.4%	-0.8%
CCOc1ccccc1-n1c(=O)c2ccccc2c2ccccc2c1=O	0.1%	-0.6%	-0.4%	1.0%	-2.6%	-1.0%	-2.6%	-1.1%
CCOC(=O)c1c(-c2ccccc2)oc2ccc(OCC)cc12	-21.7%	-13.1%	5.8%	-1.8%	-4.6%	-10.4%	28.9%	-6.2%
Cc1cccc(-c2nc(CSCC(=O)NCCCN3CCOCC3)c(C)o2)c1	-0.3%[46.1 µM]	-10.4%	6.2%	-1.8%	-4.9%	0.7%	-3.7%	1.8%

9 compounds out of the list, sorted by length of the SMILES, largest number first:
SMILES	NPSR antagonist	Tau fibril FP	GLA spleen mod	TexasRed fluor	TRb-SRC2 inh	Tau fluor cs	CBFb RUNX1 block	Epigenetic reg
COc1ccc(C2C(C(=O)c3cccs3)=C(O)C(=O)N2c2nnc(C)s2)cc1OC (stereo not given)	-0.5%[46.1 µM]	-3.7%	-10.4%	-1.2%	5.5%	0.2%	-3.0%	0.7%
COC(=O)COc1cccc(NS(=O)(=O)c2ccc(NC(C)=O)cc2)c1	4.5%[46.1 µM]	3.8%	6.8%	0.0%	3.9%	-5.8%	11.5%	1.8%
Cc1cccc(-c2nc(CSCC(=O)NCCCN3CCOCC3)c(C)o2)c1	-0.3%[46.1 µM]	-10.4%	6.2%	-1.8%	-4.9%	0.7%	-3.7%	1.8%
O=C1C(Cl)=C(NC2CCc3ccccc32)C(=O)c2ncccc21 (stereo not given)	/	?	-12.1%	-13.2%	?	?	?	1.0%
O=C(c1cc(-c2ccc(F)cc2)on1)N1CCCc2ccccc21	-26.1%	-7.1%	2.3%	-3.0%	1.2%	-22.4%	5.8%	0.1%
CCOC(=O)c1c(-c2ccccc2)oc2ccc(OCC)cc12	-21.7%	-13.1%	5.8%	-1.8%	-4.6%	-10.4%	28.9%	-6.2%
CCn1c(SCC(=O)N2CCOCC2)nnc1-c1cccs1	-9.4%[46.1 µM]	7.9%	6.2%	2.8%	3.7%	6.2%	2.4%	5.4%
COc1cccc(-c2nnc(SCc3cccnc3)o2)c1	-1.1%[46.1 µM]	-11.6%	13.5%	-4.7%	1.9%	-10.2%	5.6%	-1.9%
CSc1n[nH]c(NCc2ccc(C)cc2)n1	6.9%[46.1 µM]	4.1%	2.9%	-5.4%	-7.2%	-3.5%	14.9%	7.0%

By substructure, the entries above with a thiophene ring, fused or not
SMILES	NPSR antagonist	Tau fibril FP	GLA spleen mod	TexasRed fluor	TRb-SRC2 inh	Tau fluor cs	CBFb RUNX1 block	Epigenetic reg
CCn1c(SCC(=O)N2CCOCC2)nnc1-c1cccs1	-9.4%[46.1 µM]	7.9%	6.2%	2.8%	3.7%	6.2%	2.4%	5.4%
COc1ccc(C2C(C(=O)c3cccs3)=C(O)C(=O)N2c2nnc(C)s2)cc1OC (stereo not given)	-0.5%[46.1 µM]	-3.7%	-10.4%	-1.2%	5.5%	0.2%	-3.0%	0.7%

New compounds follow:
SMILES	NPSR antagonist	Tau fibril FP	GLA spleen mod	TexasRed fluor	TRb-SRC2 inh	Tau fluor cs	CBFb RUNX1 block	Epigenetic reg
COC(=O)c1ccc(/C=N/N2CCN(Cc3ccc(C)cc3C)CC2)cc1	8.3%	-0.4%	8.9%	-0.1%	2.2%	-24.4%	-15.3%	0.6%
CCCCCn1c(SCCCC)nc2c1c(=O)[nH]c(=O)n2C	-20.3%[46.1 µM]	13.6%	2.3%	-1.3%	-8.2%	-0.6%	1.9%	0.0%
CCCCNC(=O)Nc1ccnn1C1CCCCC1	-1.0%[46.1 µM]	-3.8%	2.1%	0.7%	-0.9%	5.3%	3.8%	1.5%
COc1ccc(N=Nc2cc(C)c(O)c(CN3CCCCC3)c2)cc1	23.4%	11.1%	-5.7%	-1.9%	2.6%	?	?	1.1%
CSc1nnc(-c2ccc(S(=O)(=O)N3CCCC3)cc2)n1C	12.3%[46.1 µM]	3.1%	-4.7%	-4.1%	-1.4%	7.0%	2.8%	-0.9%
Oc1ccc(C2C(c3ccccc3)=NN=C(c3ccc(Cl)cc3)N2O)c(O)c1 (stereo not given)	-38.1%	-20.0%	-5.0%	9.2%	17.8%	?	-28.7%	1.1%
C#CCSc1nnc(-c2ccc(O)cc2)o1	5.3%	2.5%	9.0%	0.9%	-0.9%	4.6%	22.2%	-2.2%
Cc1ccc(C)c(NC(=O)CCC(=O)NNC(=O)C(c2ccccc2)c2ccccc2)c1	-16.5%[46.1 µM]	-5.4%	9.8%	0.2%	-12.2%	6.4%	2.6%	-2.3%
c1ccc(Oc2cccc3cccnc23)nc1	10.5%	5.2%	-2.9%	-1.0%	1.8%	6.1%	3.0%	0.0%
C=CCN1CC(C(=O)N2CCC(Cc3ccc(Cl)cc3)(C(=O)OCC)CC2)CC1=O (stereo not given)	-3.1%	1.7%	-0.1%	0.9%	10.2%	-2.2%	1.1%	-4.1%
CC1CCCC(NC(=O)CNC(=S)N(Cc2ccccc2)Cc2cccs2)C1C (stereo not given)	-46.9%	1.7%	4.9%	1.6%	-5.3%	-17.2%	0.2%	-3.9%
CCc1cc2cc(OC)ccc2nc1SCC(=O)NNC(=O)c1ccco1	-7.6%	4.4%	-0.1%	-4.4%	-4.0%	-1.1%[2.34 µM]	-0.1%	0.0%

Source: PubChem (National Center for Advancing Translational Sciences (NCATS))
